POLB inh = DNA polymerase beta (human) inhibition. P06746. Pol beta primer extension/strand displacement, fluorescence kinetic. Potency, µM (titrated, usually from 114 µM), without a hit: top-dose activity change, negative = inhibition, actives largely listed as inhibitors. 1.3% of 340,000 active. AID 485314; further: potency means the concentration at half of the fitted maximal effect; on the % scale 0 is the no-effect control and ±100 the full control effect
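Pol beta (10 nM) was preincubated with compound for 15 min at room temperature. The reaction was then started with 50 nM substrate and read immediately and after a further 10 min at room temperature.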
ALOX12 inh = blocks human arachidonate 12S-lipoxygenase. P18054. purified 12hLO, xylenol orange hydroperoxide absorbance. Potency, µM (highest dose often 108 µM), without a hit: at the top dose activity change, negative = inhibition, actives largely listed as inhibitors. 1.1% of 580,000 active; further: potency means the concentration at half of the fitted maximal effect; on the % scale 0 is the no-effect control and ±100 the full control effect
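Hydroperoxide product was detected by ferrous iron/xylenol orange as the 573 to 405 nm absorbance ratio. Arachidonic acid at 40 uM (final) was turned over for 30 min at room temperature by 150 nM human 12hLO, pH 7.0 Hepes buffer, after 15 min compound preincubation.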
APE1 inh = blocks human APE1 abasic DNA cleavage | recombinant APE1, TAMRA/BHQ-2 abasic DNA cleavage fluorescence | Potency, µM (top dose mostly 65.8 µM), for inactives: at the top dose activity change, negative = inhibition, most hits filed as inhibitors | 0.35% of 350,000 active | AID 2517;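 further: potency means the concentration at half of the fitted maximal effect; plate controls were vehicle for no effect and reference inhibitor for full effect; nearly all actives have a fitted effect of over 55% in size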
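Compound pre-exposure to 0.75 nM APE1, 15 min at ambient temperature. Reaction initiated with 50 nM TAMRA/BHQ-2 THF substrate, read immediately in kinetic mode, 525 nm excitation, 598 nm emission.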
TRHR ag = agonists of human TRH receptor | TRHR cells, calcium flux fluo-8, FDSS agonist mode | activation, % at 2 µM | P34981 | 0.18% of 360,000 active; in the data active means activation above about 30%; further: 0% is about no effect
Target sequence (P34981 whole entry, looked up): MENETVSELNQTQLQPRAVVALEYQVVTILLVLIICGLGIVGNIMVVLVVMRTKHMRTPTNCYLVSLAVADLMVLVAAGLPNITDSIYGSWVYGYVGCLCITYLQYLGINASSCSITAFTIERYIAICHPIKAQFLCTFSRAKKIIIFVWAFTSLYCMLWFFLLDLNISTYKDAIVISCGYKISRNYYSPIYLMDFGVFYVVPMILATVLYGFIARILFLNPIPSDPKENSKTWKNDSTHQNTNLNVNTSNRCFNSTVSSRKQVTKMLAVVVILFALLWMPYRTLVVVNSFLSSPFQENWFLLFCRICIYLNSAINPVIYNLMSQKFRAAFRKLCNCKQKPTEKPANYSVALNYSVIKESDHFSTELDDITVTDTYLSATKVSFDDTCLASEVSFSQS
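TRHR-expressing cells, plated overnight in medium with 10% serum, were loaded with fluo-8 calcium dye at room temperature. After a 10 s baseline, library compound was pin-added and calcium release was recorded kinetically (ex 480/em 530) as agonist response.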
ERG Ets-DNA blk = ERG Ets/DNA interaction inhibition | P11308 | Potency, µM (highest dose often 76.9 µM), inactives show at the highest dose FP activity, negative = inhibition, most hits filed as inhibitors | fluorescence polarization, His-ERG Ets domain / labelled DNA | 0.028% of 370,000 active; active means well fitted inhibition curve with a large enough effect in the polarisation, with a control signal flat; inconclusive means small, poorly fitted or top-dose-only effect, or effect the other way, or a change in a side signal; inactive means no such curve, though single readings can be large or run the other way; the % refers to the polarisation;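 further: polarization taken with two DNA probes labelled with fluorescein and Texas red; potency means the concentration at half of the fitted maximal effect; % of control where 0% means no effect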
Target sequence (P11308 whole entry, looked up, the tested form may be a part): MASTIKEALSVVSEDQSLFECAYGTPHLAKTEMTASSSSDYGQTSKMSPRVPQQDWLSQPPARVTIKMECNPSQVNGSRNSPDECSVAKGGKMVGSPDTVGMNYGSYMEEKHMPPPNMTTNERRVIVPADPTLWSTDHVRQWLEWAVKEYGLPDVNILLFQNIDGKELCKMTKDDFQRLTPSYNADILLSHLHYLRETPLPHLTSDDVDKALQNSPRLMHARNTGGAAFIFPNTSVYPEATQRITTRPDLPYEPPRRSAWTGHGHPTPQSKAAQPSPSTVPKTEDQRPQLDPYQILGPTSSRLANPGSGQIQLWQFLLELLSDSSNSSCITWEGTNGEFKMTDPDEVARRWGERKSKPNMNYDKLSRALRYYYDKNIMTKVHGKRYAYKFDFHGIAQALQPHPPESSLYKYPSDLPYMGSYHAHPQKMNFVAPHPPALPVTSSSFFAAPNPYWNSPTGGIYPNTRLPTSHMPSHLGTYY
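His-tagged ERG Ets domain (1 uM in the protein solution; 300mM KCl, 50mM Tris-HCl, 1mM EDTA, 1mM DTT, pH 7.5) received compound, then a probe mix of 5 nM fluorescein-DNA and 100nM Texas-615-DNA. Fluorescence polarization was read for both dyes.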
BLM helicase inh = Bloom syndrome helicase (human) inhibition. P54132. recombinant BLM DNA unwinding, fluorescence dequenching. Potency, µM (top dose mostly 56.1 µM), without a hit: at the highest dose activity change, negative = inhibition, hits mostly inhibitors. 0.2% of 350,000 active;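 further: potency means the concentration at half of the fitted maximal effect; plate controls were vehicle for no effect and no enzyme for full effect; nearly all actives have a fitted effect of over 35% in size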
Apoferritin bind = binds horse apoferritin like a general anesthetic. apoferritin/1-aminoanthracene competitive binding, fluorescence. Potency, µM (top dose mostly 77.5 µM), without a hit: at the top dose activity change, negative = displacement, actives largely listed as inhibitors. 0.074% of 350,000 active. AID 485281; further: potency means the concentration at half of the fitted maximal effect; on the % scale 0 is the no-effect control and ±100 the full control effect; nearly all actives have a fitted effect of over 20% in size
Target sequence (P02791 2-175 limits assumed): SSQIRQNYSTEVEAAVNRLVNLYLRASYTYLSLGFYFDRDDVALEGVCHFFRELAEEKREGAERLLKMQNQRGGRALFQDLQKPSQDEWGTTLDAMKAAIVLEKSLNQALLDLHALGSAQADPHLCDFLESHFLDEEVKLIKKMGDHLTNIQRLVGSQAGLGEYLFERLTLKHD
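In PBS, apoferritin at 10 uM is loaded with 1-AMA from a 50% saturated solution. After 10 min of compound exposure at ambient temperature, reduced 535 nm fluorescence indicates probe displacement.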
POLI inh = blocks human DNA polymerase iota activity | Q9UNA4 | Pol iota fluorescent replication assay, 10 min | Potency, µM (top dose mostly 115 µM), inactives show at the top dose activity, negative = inhibition, usual class: inhibitors | 1% of 390,000 active; further: potency means the concentration at half of the fitted maximal effect
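Fluorescent replication assay read twice, at 0 min and 10 min after adding 50 nM (final) substrate. Enzyme (10 nM) and compounds were first incubated 15 min at room temperature; enzyme-free buffer wells were negative controls.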
Pol kappa inh = DNA polymerase kappa (human) inhibition; purified Pol kappa, fluorescent DNA synthesis assay, 10 min; Q9UBT6; 0.53% of 400,000 active; Potency, µM (series often up to 107 µM), inactives show at the highest dose activity, negative = inhibition, hits mostly inhibitors; further: potency means the concentration at half of the fitted maximal effect; on the % scale 0 is the no-effect control and ±100 the full control effect
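First, compounds were pin-transferred onto 10 nM Pol kappa. After 15 min at room temperature, substrate was added to 50 nM final. Fluorescence was then measured kinetically at 0 and 10 min.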
Numbers without * were called inactive; i = inactive; ? = inconclusive; . = not tested or not shown; & = joins results of further samples; [ ] = dose if it differs, or a comment. Unless noted, the call rests on the fitted dose curve; in most records, active means well fitted curve in the direction sought with a large enough effect; inconclusive means small, poorly fitted or top-dose-only effect, or another doubt; inactive means no such curve, though single readings can be large; an effect the other way counts as inactive or inconclusive.

Start of the data: the first five records, ahead of the listing:
compound | POLB inh | ALOX12 inh | APE1 inh | TRHR ag | ERG Ets-DNA blk | BLM helicase inh | Apoferritin bind | POLI inh | Pol kappa inh
CCOC(=O)c1[nH]c(=O)[nH]c1CSc1ccccn1 | ? | -25% | -2% | 1.2 | -9% | 0% | -5% | ? | 0%
O=S(=O)(Nc1cccnc1)c1ccc2c(c1)OCCO2 | 0% | 10% | 0% | 0.1 | -10% | 0% | -1% | -2% | -3%
COc1ccc(OCC(O)CNC(=O)Nc2cc(C)cc(C)c2)cc1 (centres undefined) | 3% | i | -1% | -0.4 | -3% | -2% | 0% | 22% | -6%
Cn1nnnc1SCCNC/C=C/c1ccccc1 | 0% | -10% | 3% | -0.6 | -2% | -5% | -7% | -5%[58.9 µM] | -12%
CN1C(=O)Cc2cc(S(=O)(=O)NCc3ccc(Cl)cc3)ccc21 | 6% | ? | . | 0.1 | 0% | -1% | 42%[activator] | 6% | -11%[60.1 µM]

The list itself, previewed entries included:
compound | POLB inh | ALOX12 inh | APE1 inh | TRHR ag | ERG Ets-DNA blk | BLM helicase inh | Apoferritin bind | POLI inh | Pol kappa inh
CCOC(=O)c1[nH]c(=O)[nH]c1CSc1ccccn1 | ? | -25% | -2% | 1.2 | -9% | 0% | -5% | ? | 0%
O=S(=O)(Nc1cccnc1)c1ccc2c(c1)OCCO2 | 0% | 10% | 0% | 0.1 | -10% | 0% | -1% | -2% | -3%
COc1ccc(OCC(O)CNC(=O)Nc2cc(C)cc(C)c2)cc1 (centres undefined) | 3% | i | -1% | -0.4 | -3% | -2% | 0% | 22% | -6%
Cn1nnnc1SCCNC/C=C/c1ccccc1 | 0% | -10% | 3% | -0.6 | -2% | -5% | -7% | -5%[58.9 µM] | -12%
CN1C(=O)Cc2cc(S(=O)(=O)NCc3ccc(Cl)cc3)ccc21 | 6% | ? | . | 0.1 | 0% | -1% | 42%[activator] | 6% | -11%[60.1 µM]
CCc1cccc(NC(=O)Cn2ncn3c(cc4ccccc43)c2=O)c1 | 2% | 9% | 1% | 0.5 | . | -7% | -4% | 47%[activator] | -8%[60.1 µM]
COc1ccc(CC(=O)Nc2cccc(Cl)c2C)cc1S(=O)(=O)N1CCOCC1 | . | -3% | 15% | 0.0 | -2% | . | . | -18% | 4%
O=C(O)c1ccccc1-c1nc2ccccc2c(=O)[nH]1 | 26% | -51% | 1% | 1.0 | -1% | 2% | -7% | -1% | -11%
CCCCCCCCC(=O)NNC(=O)c1c(O)c2ccccc2n(CC)c1=O | 1% | 76%[activator] | -1% | 2.6 | 1% | 4% | -5% | 71%[activator] | -6%
COc1ccc(OC)c(Nc2ncnc3ccccc23)c1 | 18% | -12% | -5% | -0.4 | 3% | -1% | -8% | 6% | -20%
CCOC(=O)C1C(=O)OC(C)(C)C1C(C)C(=O)c1ccccc1 (centres undefined) | 4% | -11% | 2% | -0.2 | -1% | 1% | -12% | 8% | -8%
Cc1cc(Cl)c(S(=O)(=O)N2CCN(c3ccccn3)CC2)cc1OCC(=O)NC1CCCCC1 | 6% | 3% | -1% | 0.7 | -10% | -9% | 11% | 33%[activator] | 4%
OCCN1CCN(c2cc(-c3ccccc3)c3ccccc3n2)CC1 | -6% | ? | 16% | 0.4 | -1% | 7% | -9% | -7% | -12%
CC(C)(C)NC(=O)Cn1c(SCC(N)=O)nc2ccccc21 | 13% | 0% | 10% | 1.3 | 2% | -8% | -4% | 12% | -3%
CN(C)CCN(Cc1ccco1)S(=O)(=O)c1cc2c(cc1Cl)NC(=O)CO2 | -19% | ? | . | 0.8 | 5% | 5% | -18% | -10% | -8%[60.1 µM]
Cc1cccc(N(CC(=O)NCCc2ccccc2)C(=O)c2csnn2)c1 | 16% | 0% | -3% | -1.6 | 0% | 1% | 1% | 10% | 2%
O=C(CCCCO)c1ccc(O)c(Cl)c1 | . | 6% | 40% | 0.0 | 5% | . | . | 19% | 12%
CS(=O)(=O)N1CCN(C(=S)NCc2ccc(F)cc2)CC1 | 37% | -19% | 30%[activator] | 0.2 | -6% | 5% | -3% | -4% | -19%
Cc1cc(Cl)c2ccc(Cl)cc2n1 | 23% | 65%[activator] | -5% | 0.2 | -4% | -1% | 6% | 25% | -9%
COc1ccc(-c2nnc(SCC(=O)NCCc3ccccc3)nc2-c2ccc(OC)cc2)cc1 | 2% | -22% | . | 0.5 | 5% | -3% | -8% | 24% | -3%[60.1 µM]
CN(CC(=O)Nc1ccccc1Br)C(=O)Cn1[nH]c(=O)c2ccccc2c1=O | . | 1% | 46%[activator] | 0.3 | 7% | . | . | ? | 2%
NC(=O)c1c(NC(=O)C(=O)N2CCOCC2)sc2c1CCC2 | 0% | -12% | 8% | 0.1 | -10% | 2% | -11% | -7% | -2%
Oc1cc(-c2cccnc2)cc2cccnc12 | . | -21% | -5%&1% | 0.5&-0.5 | . | . | . | ? | -3%
O=C(c1ccc(COc2ccc(Cl)cc2)o1)N1CCN(Cc2ccc3c(c2)OCO3)CC1 | 4% | ? | 12% | 1.5 | . | -10% | 0% | -7% | -6%
CCc1ccc(S(=O)(=O)c2cnc3ccc(OC)cc3c2N2CCCC(C)C2)cc1 (centres undefined) | ? | -18% | . | -0.4 | 6% | -13% | ? | 10% | -3%
CCn1cc(C(=O)N2CCN(c3cc(Cl)ccc3C)CC2)c(=O)c2cc(S(=O)(=O)N3CCCCC3)ccc21 | 10% | -24% | . | -1.3 | 3% | -1% | -16% | ? | 2%
O=C(NC1=NCCS1)c1ccccc1Cl | 2% | 8% | -6% | 0.0 | 2% | -7% | 0% | 2% | 14%
COc1ccccc1CNS(=O)(=O)c1ccc(S(=O)(=O)NC2CC2)cc1 | -29% | 3% | 59%[activator][12.4 µM] | 0.2 | 2% | -1% | 12% | 27% | -13%
Cn1nc(C(C)(C)C)c([N+](=O)[O-])c1C(=O)Nc1cccc2ccccc12 | -21% | 11% | 2% | 0.1 | -2% | -5% | ? | 15% | 1%
O=C(Nc1ccc(Cl)cc1)c1ccc2ncsc2c1 | 28% | . | 10% | -0.2 | 9% | -3% | 8% | -2% | -1%
CC(OC(=O)C1CCN(c2ccc(C(F)(F)F)cn2)CC1)C(=O)Nc1cccc([N+](=O)[O-])c1 (centres undefined) | . | ? | -9% | 1.4 | 2% | . | . | 12% | -15%
Cc1cc(C)n(-c2cccc3cccnc23)n1 | 7% | -13% | 14% | 0.2 | -9% | -1% | -1% | 15% | 4%

Other structures
Results follow in this order: POLB inh | ALOX12 inh | APE1 inh | TRHR ag | ERG Ets-DNA blk | BLM helicase inh | Apoferritin bind | POLI inh | Pol kappa inh
- O=C(NCC(c1ccco1)N1CCCCC1)c1cnc(Cl)c(Cl)c1 (centres undefined)
    . | -16% | 8% | . | . | . | . | -2% | -17%
- CCCN(C(=O)c1cc2c(=O)oc3ccc(C)cc3c2s1)c1ccc(OCC)cc1
    -10% | -7% | . | 0.3 | 2% | 1% | -3% | 31%[activator] | -12%
- CC(=O)c1c(C)nc(-c2ccc(Cl)cc2)nc1N=CN(C)C
    35µM* | 12% | 1% | -1.2 | 6% | 8% | -1% | -1% | -16%
- Cc1ccc(OCCOCCn2cnc3ccccc3c2=O)c([N+](=O)[O-])c1
    83% | ? | -4% | -0.2 | -2% | -6% | 2% | 24% | -3%
- CC1(C)CC2(CCCN3C(=O)CSC32)CCS1 (centres undefined)
    -18% | -4% | 10% | 0.3 | -23% | 0% | -7% | 4% | -7%
- COc1ccc(S(=O)(=O)N2CCC(C(=O)NCc3cccnc3)CC2)cc1Cl
    ? | 24% | -3% | -0.2 | -1% | -4% | -4% | 22% | -1%
- Cc1cccc(N2C(=O)N(c3ccccc3C)C3CS(=O)(=O)CC32)c1 (centres undefined)
    -1% | -22% | 4% | 0.0 | 7% | 1% | -16% | -4% | 2%
- Cc1ccccc1NC(=O)CC1SC(=O)N(c2ccccc2)C1=O (centres undefined)
    0% | 0% | -4% | -0.2 | 5% | -2% | ? | -2% | -6%
- Cc1nn(Cc2c(F)c(F)c(F)c(F)c2F)c(C)c1NC(=O)c1c([N+](=O)[O-])cnn1C
    9% | -23% | 23% | -0.1 | 2% | 1% | -22% | 24% | -10%
- Cc1cc(=O)n(-c2ccc(Cl)cc2)c(=O)[nH]1
    9% | -1% | 1% | 2.2 | -14% | -2% | -2% | 4% | -23%
- O=C(CN1C(=O)/C(=C/c2ccc(Cl)cc2)SC1=S)NC1C=CS(=O)(=O)C1 (centres undefined)
    8% | -18% | -17% | 1.0 | 6% | -9% | -6% | ? | -9%
- OC(CN1CCCC1)Cn1ccc2ccccc21 (centres undefined)
    47% | ? | 9% | 1.2 | -1% | 0% | 3% | -15% | 11%
- O=S(=O)(Nc1ccccc1Cl)c1ccc(-c2ccccn2)s1
    . | 0% | . | . | -3% | . | . | 60%[activator] | -4%
- O=C(CCN1C(=O)/C(=C/c2ccccc2)SC1=S)Nc1cccnc1
    2% | -5% | -6% | 0.3 | 1% | -5% | 4% | 80%[activator] | -12%
- COc1ccc2nc(NC(=O)CSc3nnnn3C)sc2c1
    3% | 0% | 1% | -0.8 | 1% | 5% | -9% | 7% | -13%
- CCOC(=O)c1nnn(-c2nonc2N)c1CS(=O)(=O)c1ccccc1
    -13% | 120%[activator] | -2% | -0.4 | -8% | 1% | -13% | 8% | -13%
- CCc1cccc(NC(=S)Nc2cccc3ccccc23)c1
    -11% | 45µM* | 1% | 0.0 | 17% | -9% | -15% | 48%[activator] | 4%

From PubChem

Some of the compounds tested, so the mix of outcomes need not match the whole.
